High-throughput results deposited in PubChem BioAssay by several laboratories.
EBV LMP1 NFkB: Epstein-Barr LMP1 NF-kappaB reporter inhibition | LMP1-induced NF-kappaB luciferase reporter cells, luminescence | inhibition, % at 12.5 µM | hit rate 0.69% among 350,000 | AID 504558; in the data active means inhibition above about 41%; inconclusive means no clear call, values can overlap the other calls;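 further: 0% = neutral control wells and 100% = reference inhibitor control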
SRC3 inh: inhibits human SRC3 coactivator; Q9Y6Q9; HEK293 GAL4-SRC3 luciferase reporter, luminescence; inhibition, % at 3.6 µM; hit rate 0.17% among 360,000;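 active means inhibition above a per-campaign cutoff, the mean of all compounds plus 3 SD, cut at about 60% in these data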;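 further: 0% = DMSO-treated cells and 100% = gossypol-treated cells at 36 µM; higher means less SRC3-driven luciferase light from the GAL4 reporter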
TRAIL sens C8: caspase-8 TRAIL sensitization | hit rate 1% among 360,000 | AID 624354 | inhibition (viability loss, TRAIL sensitization), % at 10 µM | NB7+C8 cells + TRAIL, ATPlite viability luminescence;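 active means compounds causing at least 50% loss of cell viability in the single-dose screen, relative to plate controls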
NCOA1 inh: inhibits human SRC1 coactivator. HEK293 GAL4-SRC1 luciferase reporter, luminescence. inhibition, % at 3.6 µM. hit rate 0.12% among 360,000. AID 588354;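 active means inhibition above the campaign mean plus 3 SD, with each screening campaign given its own cutoff, cut at about 60% in these data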;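 further: 0% = DMSO treated cells and 100% = gossypol at 36 µM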
SRC2 inh: human SRC2 (NCOA2) inhibition | HEK293 GAL4-SRC2 luciferase reporter, luminescence | inhibition, % at 9 µM | hit rate 0.17% among 370,000;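 active means inhibition above the mean inhibition of all tested compounds plus 3 SD, set per campaign, cut at about 52% in these data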;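 further: 0% = DMSO treated cells and 100% = cells given Gossypol at 36 µM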
NOD2 RIPK2 PPI: inhibitors of human NOD2-RIPK2 interaction. O43353. CHO BLA complementation NOD2-RIPK2, CCF4 ratio. inhibition, % at 4.98 µM. hit rate 0.38% among 360,000. AID 624267; in the data active means inhibition above about 21%;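 further: 0% = vehicle only and 100% = reference blocker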
Target sequence (O43353 whole entry, looked up): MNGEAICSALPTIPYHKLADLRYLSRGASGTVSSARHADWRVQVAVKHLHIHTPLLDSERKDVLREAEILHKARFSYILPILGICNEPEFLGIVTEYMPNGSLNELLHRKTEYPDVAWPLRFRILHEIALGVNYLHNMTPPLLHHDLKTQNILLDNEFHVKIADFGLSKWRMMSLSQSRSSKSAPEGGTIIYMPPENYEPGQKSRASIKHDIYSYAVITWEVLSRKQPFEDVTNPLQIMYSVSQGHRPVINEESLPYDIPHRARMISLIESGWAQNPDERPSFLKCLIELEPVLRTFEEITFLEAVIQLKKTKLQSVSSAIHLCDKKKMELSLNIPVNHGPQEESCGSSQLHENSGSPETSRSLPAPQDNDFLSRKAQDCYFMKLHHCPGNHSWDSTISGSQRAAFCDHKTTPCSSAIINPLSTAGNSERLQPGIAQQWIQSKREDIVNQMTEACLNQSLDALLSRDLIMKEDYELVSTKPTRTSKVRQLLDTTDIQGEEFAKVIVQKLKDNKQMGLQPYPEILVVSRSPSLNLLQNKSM
NR2F2 inh: inhibitors of human COUP-TFII (NR2F2); AID 686940; P24468; inhibition, % at 8.6 µM; HEK293T NGFI-A luciferase reporter, luminescence; hit rate 0.7% among 370,000;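 active means inhibition above a per-plate cutoff, mean inhibition of test wells between control levels plus 3 SD, cut at about 38% in these data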;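 further: cells cotransfected with COUP-TFII expression vector driving the NGFI-A reporter; 0% = median of COUP-TF2 test wells and 100% = reporter-only cells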
Target sequence (P24468 whole entry, looked up): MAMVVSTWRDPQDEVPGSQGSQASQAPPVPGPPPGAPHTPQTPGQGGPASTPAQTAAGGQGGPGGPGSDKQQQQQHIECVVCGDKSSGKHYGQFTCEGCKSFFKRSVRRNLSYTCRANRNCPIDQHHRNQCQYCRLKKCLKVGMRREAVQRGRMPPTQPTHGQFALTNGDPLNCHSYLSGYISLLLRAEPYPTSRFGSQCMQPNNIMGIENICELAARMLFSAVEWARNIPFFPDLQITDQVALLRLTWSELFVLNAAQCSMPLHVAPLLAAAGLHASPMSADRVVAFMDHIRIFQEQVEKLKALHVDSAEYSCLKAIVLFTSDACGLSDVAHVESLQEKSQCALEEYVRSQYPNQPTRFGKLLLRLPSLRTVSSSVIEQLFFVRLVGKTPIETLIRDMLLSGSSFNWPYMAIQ
NR5A2 inv ag: suppresses constitutive activity of human LRH-1 | O00482 | HEK293T StAR-luciferase reporter, LRH-1 transfected, 24 h | inhibition, % at 3.6 µM | hit rate 0.13% among 360,000 | AID 602396;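 active means inhibition above the mean inhibition of all tested compounds plus 3 SD, cut at about 73% in these data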;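 further: 0% = DMSO wells and 100% = reporter-only cells lacking LRH-1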
Vif imaging: blocks HIV Vif function | HEK293T cells, Vif self-association by quenched fluorescence, imaging, 24 h | inhibition, % at 7.49 µM | hit rate 0.35% among 340,000; in the data active means inhibition above about 50%, passing the limit was not always enough; inconclusive means no clear call, values can overlap the other calls; inactive means below about 31%; further: some results filed as inactive read as strong as hits
TLR9-MyD88 inh: inhibitors of human TLR9-MyD88 binding | CHO BLA complementation TLR9-MyD88, CCF4 FRET ratio | inhibition, % at 4.98 µM | Q9NR96+Q99836 | hit rate 0.21% among 340,000 | AID 504734;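 active means inhibition above the mean over all tested compounds plus 3 SD, cut at about 21% in these data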;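 further: 0% = DMSO only wells and 100% = clavulanate BLA inhibitor control wells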
TROY NFkB inh: TROY signaling inhibition. Q293 LMP1-TROYcd NF-kB luciferase reporter, 4 h. inhibition, % at 10 µM. hit rate 0.98% among 360,000;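 active means compounds whose plate-normalised and pattern-corrected inhibition of the luciferase reporter signal at the single screening dose is 50% or more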
* marks the source's active call; other numbers are inactive results; ? = inconclusive; · = no result given. Some of the compounds tested. The share of hits here may be higher or lower than overall.

molecule,EBV LMP1 NFkB,SRC3 inh,TRAIL sens C8,NCOA1 inh,SRC2 inh,NOD2 RIPK2 PPI,NR2F2 inh,NR5A2 inv ag,Vif imaging,TLR9-MyD88 inh,TROY NFkB inh
COC(=O)C1=CN(CC2CCCO2)C=C(C(=O)OC)C1c1ccsc1 (centres undefined),4,-14,-7,-2,-13,4,13,-28,-1,1,-6
OC(CNc1ccnc2cc(Cl)ccc12)CNC1CCCCC1 (centres undefined),1,12,8,2,13,12,22,-3,2,9,-6
CCOC(=O)c1[nH]c(C)c(C(=O)OCC(=O)N2c3ccccc3CC2C)c1C (centres undefined),3,-30,7,-18,11,0,-3,-28,-7,-14,5
COc1nc(OCC#N)nc(N2CCCCC2)n1,3,11,-15,-3,-1,-13,12,-9,17,-1,13
NC(=O)c1oc2ccccc2c1NC(=O)C1CC(=O)N(c2ccccc2)C1 (centres undefined),1,-10,4,-11,·,2,·,5,4,-2,-8
COC(=O)C1C(=O)NC(SC)=C(C#N)C1c1ccccc1 (centres undefined),1,2,-7,-2,-19,0,-16,20,-1,-10,-3
CCCCCCC[C@@H](C/C=C/CCC(=O)N(C)C/C(=C/Cl)C/C(=C\C(=O)N1CC(OC)=CC1=O)OC)OC,-406,-15,17,-75,-103,-6,-90,31,·,5,-70
O=C(CCCCn1cnc2c(=S)nc[nH]c21)Nc1ccc(C(=O)O)c(O)c1,0,17,-11,1,8,-9,5,-12,-11,-2,1
COc1cc(-n2c(=O)c3ccccc3n(CC(=O)c3ccccc3)c2=O)cc(OC)c1OC,-2,20,-26,-7,-12,-1,1,2,-3,6,-6
COc1ccc(C2CC(c3ccc(Br)cc3)=NN2C(=O)CSC2=NN3CCCC(=O)N=C3S2)cc1 (centres undefined),2,-2,93*,14,·,-9,·,10,-6,-4,-7
CCOC(=O)N1CCN(Cc2nc(N)nc(Nc3ccc(C)cc3)n2)CC1,0,-4,-20,-4,2,-7,4,-18,4,-10,10
CS(=O)(=O)NNC(=O)c1csc(Cc2c(Cl)sc3ccc(Cl)cc23)n1,4,15,7,4,-2,-10,6,18,-6,1,13
Cc1nnc(NC(=O)c2ccc(S(=O)(=O)N3CCCCC3C)cc2)o1 (centres undefined),0,1,-16,3,-21,-6,7,6,2,11,2
O=C(Nc1ccc(OC(F)(F)F)cc1)c1cnccn1,-15,-115,5,-76,-62,-4,-24,-107,6,-3,-31
CCOc1ccc(OCC)c(NC(=O)C2COc3ccccc3O2)c1 (centres undefined),-9,17,1,-14,4,-8,-11,0,-15,3,-7
CCOC(=O)C1CCCN(C(=O)c2ccc(C)c(NC(=O)C3=C(C)OCCS3)c2)C1 (centres undefined),5,-2,-20,6,-7,-3,15,17,4,-8,-11
O=C(Oc1ccc(F)cc1)c1cccnc1,-1,-2,11,-20,4,-7,-6,-14,-8,2,5
Cc1cccc(C(=O)NNC(=O)c2cccc([N+](=O)[O-])c2)c1,7,5,-2,1,-3,-8,6,4,?,-6,-13
CN(C)CCN(C(=O)c1ccc2ccccc2c1)c1nc2cc3c(cc2s1)OCO3,4,-3,-7,-7,-18,-9,-8,-19,41,2,-12
Cc1ccc(-n2nc(C)c3c(C)c(CCC(=O)NCc4ccco4)c(C)nc32)cc1,-5,-9,6,-13,14,-8,15,23,-12,9,25
Cc1cc2nc3n(c2cc1C)CC1CC(C(=O)NCc2ccccc2)N(C)C31 (centres undefined),-16,-7,2,-1,-6,3,-2,-30,-2,7,8
COc1ccc(-c2csc(Nc3cccnc3)n2)cc1OC,20,-10,18,-17,-19,-4,-6,12,6,0,-10
CCCNc1nc2ccccc2n2c(C)nnc12,3,-17,4,-2,-45,4,-79,25,-5,4,3
CC(Nc1nc(-c2ccc(Cl)cc2)cs1)c1nc2cc(Cl)c(N3CCCCC3)cc2n1CCOCCO (centres undefined),7,-3,29,4,12,3,11,-17,-2,-18,40
CC(=O)c1ccc(N2CCN(C(=O)C3CCN(S(=O)(=O)c4ccc5c(c4)CC(C)N5C(=O)C4CC4)CC3)CC2)cc1 (centres undefined),15,-11,16,-9,-8,-3,12,35,-2,-5,26
COCCNC(=O)CN(C(=O)CCC(=O)Nc1ccccn1)c1ccc(F)cc1,-4,4,-16,-2,-27,6,13,-1,14,-2,-12
O=S(=O)(c1ccc(-c2nnc(SCc3ccccc3)o2)cc1)N1CCCC1,6,5,6,15,-3,4,-3,-3,-16,10,11
O=C(NC(=S)NCC1CCCO1)C(c1ccccc1)c1ccccc1 (centres undefined),-9,-4,2,16,0,-9,12,2,1,-6,-6
O=c1oc(-c2cccs2)nc2sc3c(c12)CCCCC3,-6,-1,9,2,-1,-2,-18,-1,·,-4,-2
Cc1cccc2c1N(C(=O)CN1C(=O)c3ccccc3C1=O)C(C)(C)c1ssc(=S)c1-2,-3,3,3,-12,-6,-6,-8,5,13,2,10
O=C1CC(N2CCN(C/C=C/c3ccccc3)CC2)C(=O)N1CCc1ccccc1 (centres undefined),4,19,9,6,-12,1,21,16,-5,3,18
Cn1c(=O)cc(Nc2ccccc2)[nH]c1=O,3,0,-22,10,1,6,-21,-6,-10,4,11
O=C(N/N=C/c1cn(-c2ccccc2)nc1-c1cc2ccccc2o1)c1ccccc1Br,-58,-80,33,-95,-25,-16,-33,-67,-6,-14,-48
COc1ccc2cc(-c3nc4ccccc4n3C)c(=O)oc2c1,-18,-53,32,-93,-26,-3,-22,-108,-6,6,-58
COc1cccc(NC(=O)CN(C)C(=O)c2ccc(N3CCCCC3)c([N+](=O)[O-])c2)c1,1,14,15,10,-18,-11,-6,-12,0,-4,14
Cc1ccc(S(=O)(=O)N2[C@H](CC(=O)c3ccc(F)cc3)OC[C@@H]2C)cc1,·,·,1,·,15,-3,5,21,·,·,·

Continuation:
Values run as follows: EBV LMP1 NFkB	SRC3 inh	TRAIL sens C8	NCOA1 inh	SRC2 inh	NOD2 RIPK2 PPI	NR2F2 inh	NR5A2 inv ag	Vif imaging	TLR9-MyD88 inh	TROY NFkB inh
- O=C(c1cc(F)ccc1F)C1CCCN(C(=O)CCN2CCCCO2)C1 (centres undefined)
 : -6	10	1	2	-6	-3	3	-9	9	-2	-4
- CC(C)Cc1nnc(NC(=O)CN2C(=O)NC3(CC(C)CC(C)(C)C3)C2=O)s1 (centres undefined)
 : 0	14	-1	-8	11	2	7	19	-6	2	-4
- CN(C)S(=O)(=O)N1CCC(Oc2cccc(C(=O)NCCCC3CCCC3)c2)CC1
 : 21	-35	23	-4	7	-9	24	-35	-12	-23	40
- CCCCOC(=O)Nc1cc(Cl)ccc1C
 : -1	2	-24	-30	3	0	20	-9	·	-6	-16
- O=C(COC(=O)/C=C/c1cccs1)NC1CCCCC1
 : -12	-3	-11	-2	-19	-5	6	13	-2	2	-11
- Cc1cc(C(=O)Nc2cccnc2Cl)on1
 : -1	8	6	-7	-22	3	-24	11	24	2	-19
- CC1CCCC12NC(=O)NC2=O (centres undefined)
 : -2	4	5	-9	-13	7	1	7	1	8	2
- Cc1ccc2c(CC(=O)OC(C)C(=O)NCc3ccc4c(c3)OCO4)coc2c1 (centres undefined)
 : -11	1	1	7	-13	0	-4	3	8	-3	4
- O=C(COc1cccc(NC(=O)c2ccco2)c1)c1ccccc1
 : -14	2	16	-22	-30	2	-7	-33	-1	-2	-50
- CC1CCN(c2c(NCc3ccc(C(=O)NCc4cccnc4)cc3)c(=O)c2=O)CC1
 : 9	-8	5	-4	-9	0	6	-5	15	2	-5
- CCCc1nc2ccccc2c(=O)n1NC(=O)c1c(O)c2ccccc2[nH]c1=O
 : -2	-5	7	-24	-14	4	-3	-4	10	-11	7
- O=S(=O)(/N=C(\Sc1ccc(Cl)cc1)c1ccccc1)c1ccccc1
 : -3	-6	-13	-7	-11	-7	5	9	-14	8	-4
- COc1cc(C(=O)Nc2ccc3oc(-c4cccnc4)nc3c2)cc(OC)c1OC
 : 6	20	13	23	5	-2	-4	4	-2	-2	31
- COCCN(CC(=O)Nc1cccc(C)c1)S(=O)(=O)c1ccc(S(=O)(=O)N2CCCC2)cc1
 : 2	-20	3	-6	4	-2	11	-2	-2	-4	20
- CCCSc1cc(NCCOC(=O)CCC)c([N+](=O)[O-])c2nonc12
 : 0	12	-5	3	11	-5	-5	8	5	-4	19
- Cn1c(=O)c2c(nc(SCC(=O)O)n2Cc2cccc(C(F)(F)F)c2)n(C)c1=O
 : -3	7	-15	0	2	2	-14	-11	-3	1	6
- C/C(CC(=O)Nc1ccc2c(c1)OCCO2)=N\NC(=O)c1ccc([N+](=O)[O-])cc1Cl
 : -3	-7	12	-4	-12	2	-19	-9	10	-3	10
- CCOC(=O)c1[nH]cnc1C(=O)Nc1ccccc1OC
 : 7	-6	-4	-4	-10	0	18	5	1	-5	11

Profiles as entered above:
CCOC(=O)c1[nH]c(C)c(C(=O)OCC(=O)N2c3ccccc3CC2C)c1C (centres undefined) is listed as EBV LMP1 NFkB = 3; SRC3 inh = -30; TRAIL sens C8 = 7; NCOA1 inh = -18; SRC2 inh = 11; NOD2 RIPK2 PPI = 0; NR2F2 inh = -3; NR5A2 inv ag = -28; Vif imaging = -7; TLR9-MyD88 inh = -14; TROY NFkB inh = 5
Cc1cc(C(=O)Nc2cccnc2Cl)on1 is listed as EBV LMP1 NFkB = -1; SRC3 inh = 8; TRAIL sens C8 = 6; NCOA1 inh = -7; SRC2 inh = -22; NOD2 RIPK2 PPI = 3; NR2F2 inh = -24; NR5A2 inv ag = 11; Vif imaging = 24; TLR9-MyD88 inh = 2; TROY NFkB inh = -19
O=C1CC(N2CCN(C/C=C/c3ccccc3)CC2)C(=O)N1CCc1ccccc1 (centres undefined) is listed as EBV LMP1 NFkB = 4; SRC3 inh = 19; TRAIL sens C8 = 9; NCOA1 inh = 6; SRC2 inh = -12; NOD2 RIPK2 PPI = 1; NR2F2 inh = 21; NR5A2 inv ag = 16; Vif imaging = -5; TLR9-MyD88 inh = 3; TROY NFkB inh = 18
